# BioA inh: M. tuberculosis BioA enzyme inhibitors, primary screen, biochemical, plate reader, single point, HTS; actives 0.096% (n = 360,000); inhibition, % at 9.99 µM; purified M. tuberculosis BioA enzyme; AID 602481, 2012; in the data active means inhibition above about 40%
# * hit, by the source's call.
SMILES,BioA inh
Cc1noc(C)c1NC(=O)N(C)C[C@H]1OCCCC[C@@H](C)Oc2ccc(NC(=O)c3ccncc3)cc2C(=O)N([C@@H](C)CO)C[C@H]1C,-1.3
C[C@H]1CN([C@@H](C)CO)S(=O)(=O)c2ccc(C3=CCCC3)cc2O[C@@H]1CN(C)C,-1.9
C[C@@H]1CN([C@@H](C)CO)C(=O)c2cc(NS(C)(=O)=O)ccc2O[C@@H]1CN(C)S(=O)(=O)c1ccc(Cl)cc1,-1.7
CO[C@H]1CN(C)C(=O)c2cc(NC(=O)c3ccccc3F)ccc2OC[C@H](C)N(C)C[C@@H]1C,-0.5
CO[C@@H]1CN(C)C(=O)c2ccc(NC(C)=O)cc2OC[C@@H](C)N(Cc2ccccc2F)C[C@H]1C,3.0
Cc1ccc(S(=O)(=O)N[C@H]2CC[C@@H](CC(=O)NCc3ccncn3)O[C@H]2CO)cc1,-0.6
C[C@@H]1CCCCO[C@H](CN(C)S(C)(=O)=O)[C@@H](C)CN([C@@H](C)CO)C(=O)c2cc(NS(C)(=O)=O)ccc2O1,1.6
CN(C)CC#Cc1ccc([C@@H]2[C@H](CO)N3CCCCN(C(=O)Cc4ccccn4)C[C@@H]23)cc1,-3.8
COc1ccc(NC(=O)N(C)C[C@H]2OCc3ccccc3-c3ccccc3C(=O)N([C@@H](C)CO)C[C@H]2C)c(OC)c1,-0.9
CN(C)C(=O)[C@@H]1[C@@H](CO)[C@@H]2Cn3c(ccc(C4=CCCC4)c3=O)[C@H]1N2CC1CCCCC1,2.1
Cc1noc(C)c1NC(=O)Nc1ccc2c(c1)CC(=O)N([C@H](C)CO)C[C@H](C)[C@@H](CN(C)Cc1ccc3c(c1)OCO3)O2,1.3
C[C@@H]1CN([C@@H](C)CO)C(=O)c2cccc(N(C)C)c2O[C@@H]1CN(C)Cc1ccc2c(c1)OCO2,-1.7
CCCNC(=O)Nc1ccc2c(c1)C(=O)N(C)C[C@H](OC)[C@@H](C)CN(C(=O)C1CC1)[C@H](C)CO2,0.1
Cn1cnc(S(=O)(=O)N[C@@H]2C=C[C@@H](CC(=O)N3CCN(c4ccccc4)CC3)O[C@@H]2CO)c1,-0.7
COc1ccc(S(=O)(=O)Nc2ccc3c(c2)C(=O)N([C@@H](C)CO)C[C@H](C)[C@@H](CN(C)C(=O)Nc2ccc(F)cc2)OCCCC[C@H](C)O3)cc1,-1.2
CN1c2ccc(-c3ccc(F)cc3)cc2[C@@H]2[C@@H](CCN2S(=O)(=O)c2ccc(F)cc2)[C@@H]1CO,0.3
N#C[C@H]1N[C@H](CO)[C@H]1c1ccc(C#Cc2ccccc2F)cc1,0.2
O=C([C@H]1[C@H](CO)[C@H]2Cn3c(ccc(-c4ccccc4F)c3=O)[C@H]2N1CC1CC1)N1CCCCC1,-2.0
CC(C)CC#Cc1cnc2c(c1)C(=O)N([C@H](C)CO)C[C@H](C)[C@H](CN(C)S(C)(=O)=O)O2,0.4
C[C@@H]1CN([C@@H](C)CO)S(=O)(=O)c2ccc(-c3ccncc3)cc2O[C@H]1CN(C)C(=O)C1CCCCC1,3.6
C[C@@H]1CN([C@H](C)CO)C(=O)c2cccc(NS(=O)(=O)c3cn(C)cn3)c2O[C@@H]1CN(C)C,-1.1
C[C@@H]1CN([C@@H](C)CO)C(=O)Cc2cc(NC(=O)Nc3ccc(F)cc3)ccc2O[C@H]1CN(C)C(=O)Nc1ccc(C(F)(F)F)cc1,-3.6
CC(C)NC(=O)Nc1ccc2c(c1)C(=O)N([C@@H](C)CO)C[C@@H](C)[C@H](CN(C)Cc1ccccc1)O2,-1.0
C[C@@H]1CCCCO[C@@H](CN(C)CC2CC2)[C@H](C)CN([C@@H](C)CO)C(=O)c2cc(NC(=O)Nc3cccc4ccccc34)ccc2O1,-0.2
CO[C@H]1CN(C)C(=O)c2ccc(NC(=O)c3ccccc3F)cc2OC[C@@H](C)N(C(C)=O)C[C@H]1C,2.9

# A different layout for some results above.
Structure | BioA inh
Cn1cnc(S(=O)(=O)N[C@@H]2C=C[C@@H](CC(=O)N3CCN(c4ccccc4)CC3)O[C@@H]2CO)c1 | -0.7
COc1ccc(S(=O)(=O)Nc2ccc3c(c2)C(=O)N([C@@H](C)CO)C[C@H](C)[C@@H](CN(C)C(=O)Nc2ccc(F)cc2)OCCCC[C@H](C)O3)cc1 | -1.2
CN1c2ccc(-c3ccc(F)cc3)cc2[C@@H]2[C@@H](CCN2S(=O)(=O)c2ccc(F)cc2)[C@@H]1CO | 0.3
N#C[C@H]1N[C@H](CO)[C@H]1c1ccc(C#Cc2ccccc2F)cc1 | 0.2
O=C([C@H]1[C@H](CO)[C@H]2Cn3c(ccc(-c4ccccc4F)c3=O)[C@H]2N1CC1CC1)N1CCCCC1 | -2.0
CC(C)CC#Cc1cnc2c(c1)C(=O)N([C@H](C)CO)C[C@H](C)[C@H](CN(C)S(C)(=O)=O)O2 | 0.4
C[C@@H]1CN([C@@H](C)CO)S(=O)(=O)c2ccc(-c3ccncc3)cc2O[C@H]1CN(C)C(=O)C1CCCCC1 | 3.6
C[C@@H]1CN([C@H](C)CO)C(=O)c2cccc(NS(=O)(=O)c3cn(C)cn3)c2O[C@@H]1CN(C)C | -1.1
C[C@@H]1CN([C@@H](C)CO)C(=O)Cc2cc(NC(=O)Nc3ccc(F)cc3)ccc2O[C@H]1CN(C)C(=O)Nc1ccc(C(F)(F)F)cc1 | -3.6
CC(C)NC(=O)Nc1ccc2c(c1)C(=O)N([C@@H](C)CO)C[C@@H](C)[C@H](CN(C)Cc1ccccc1)O2 | -1.0
C[C@@H]1CCCCO[C@@H](CN(C)CC2CC2)[C@H](C)CN([C@@H](C)CO)C(=O)c2cc(NC(=O)Nc3cccc4ccccc34)ccc2O1 | -0.2
CO[C@H]1CN(C)C(=O)c2ccc(NC(=O)c3ccccc3F)cc2OC[C@@H](C)N(C(C)=O)C[C@H]1C | 2.9

# Other compounds
SMILES,BioA inh
COc1ccc(S(=O)(=O)N(C)C[C@@H]2Oc3ccc(NC(=O)NC4CCCCC4)cc3CC(=O)N([C@H](C)CO)C[C@@H]2C)cc1,-1.7
C[C@H]1CN([C@@H](C)CO)C(=O)c2cc(NC(=O)Nc3ccccc3)ccc2O[C@@H]1CN(C)Cc1ccc(Oc2ccccc2)cc1,1.8
C[C@H]1CN([C@@H](C)CO)S(=O)(=O)c2ccc(C#CCC3CCCC3)cc2O[C@@H]1CN(C)C(=O)c1cnccn1,-3.3
C[C@H](CO)N1C[C@H](C)[C@@H](CN(C)C(=O)Nc2ccccc2)OCCCC[C@H](C)Oc2ccc(N(C)C)cc2C1=O,1.0
O=C(C[C@@H]1CC[C@H]2[C@@H](COC[C@@H](O)CN2C(=O)c2ccncc2)O1)NCc1ccc(-c2ccccc2)cc1,-0.7
COc1cccc(NC(=O)C[C@H]2CC[C@H]3[C@@H](COc4ccc(NC(=O)C5CCCCC5)cc4C(=O)N3C)O2)c1,-3.3
CCCN1[C@@H]2Cn3c(ccc(-c4ccccc4)c3=O)[C@H]1[C@@H](C(=O)N1CCCCC1)[C@@H]2CO,-1.0
CO[C@H]1CN(C)C(=O)c2cc(NS(C)(=O)=O)ccc2OC[C@@H](C)N(C(=O)C2CCCC2)C[C@@H]1C,-1.5
COCC(=O)Nc1ccc2c(c1)[C@@H]1C[C@@H](CC(=O)N[C@@H](C)c3ccccc3)O[C@H](CO)[C@@H]1O2,0.2
O=C(C[C@H]1C[C@@H]2c3cc(NC(=O)Nc4ccccc4F)ccc3O[C@@H]2[C@H](CO)O1)NC1CCCC1,-4.9
Cc1ccc(S(=O)(=O)N(C)C[C@H]2Oc3ccc(N(C)C)cc3CC(=O)N([C@@H](C)CO)C[C@H]2C)cc1,-3.1
C[C@H]1CN([C@@H](C)CO)C(=O)c2cccc(NC(=O)C3CC3)c2O[C@H]1CN(C)S(=O)(=O)c1cn(C)cn1,-5.6
O=C(Nc1ccc2c(c1)[C@@H]1C[C@H](CC(=O)N3CCCCC3)O[C@@H](CO)[C@@H]1O2)c1ccc2c(c1)OCO2,1.8
COc1ccc(S(=O)(=O)N(C)C[C@@H]2Oc3ccc(NS(=O)(=O)c4c(C)noc4C)cc3CC(=O)N([C@H](C)CO)C[C@H]2C)cc1,-0.7
C[C@H](CO)N1C[C@H](C)[C@@H](CN(C)Cc2ccc(Cl)c(Cl)c2)Oc2ccc(NC(=O)Nc3ccc(C(F)(F)F)cc3)cc2C1=O,-0.1
CN1CCN(C(=O)C[C@H]2CC[C@H](NC(=O)Cc3ccccn3)[C@@H](CO)O2)CC1,2.2
CCCNC(=O)N(C)C[C@H]1Oc2ncc(C#CC3(O)CCCC3)cc2C(=O)N([C@H](C)CO)C[C@H]1C,-1.0
O=C(C[C@H]1CC[C@H]2[C@@H](COC[C@@H](O)CN2C(=O)Nc2ccc(Cl)cc2)O1)N1CCCCC1,-0.5
O=C(NC[C@H]1N[C@H](CO)[C@H]1c1ccc(-c2ccccc2F)cc1)c1ccccn1,-5.2
C[C@H]1CN([C@@H](C)CO)C(=O)c2cc(NC(=O)Nc3ccc(C(F)(F)F)cc3)ccc2O[C@@H]1CN(C)C(=O)Nc1ccc(F)cc1,1.2
COc1cccc(NC(=O)Nc2ccc3c(c2)C(=O)N(C)[C@H]2CC[C@@H](CC(=O)NCCc4ccccc4)O[C@@H]2CO3)c1,-0.5
C[C@@H]1CN([C@@H](C)CO)C(=O)Cc2cc(NC(=O)Nc3ccc(C(F)(F)F)cc3)ccc2O[C@@H]1CN(C)Cc1ccc(Oc2ccccc2)cc1,-5.5
CCC(=O)Nc1ccc2c(c1)OC[C@H](C)N(C(=O)CN(C)C)C[C@H](C)[C@@H](OC)CN(C)C2=O,-1.2
O=C(C[C@@H]1CC[C@H](NC(=O)C2CCOCC2)[C@@H](CO)O1)Nc1nccs1,-2.5
Cc1noc(C)c1NC(=O)N(C)C[C@@H]1Oc2ccc(NS(=O)(=O)c3ccc(F)cc3)cc2CC(=O)N([C@H](C)CO)C[C@H]1C,-2.5
# Going on with the list.
SMILES,BioA inh
CC(=O)N(C)C[C@@H]1Oc2cc(-c3cccc(F)c3)ccc2S(=O)(=O)N([C@@H](C)CO)C[C@H]1C,0.1
CNC[C@@H]1Oc2c(NC(=O)c3ccc(-c4nccs4)cc3)cccc2C(=O)N([C@@H](C)CO)C[C@H]1C,0.3
CO[C@@H]1CN(C)C(=O)c2ccc(NC(=O)c3cccc(F)c3)cc2OC[C@@H](C)N(C(C)=O)C[C@@H]1C,10
O=C(C[C@H]1CC[C@@H]2[C@H](COC[C@H](O)CN2C(=O)c2ccncc2)O1)NC1Cc2ccccc2C1,-2.2
O=C(C1CCCC1)N1CCCCN2[C@H](CO)[C@@H](c3ccc(C#CC4CC4)cc3)[C@H]2C1,0.4
O=C(CC(F)(F)F)N1C[C@H]2[C@@H](c3ccccc31)[C@H](CO)N2C(=O)Cc1cccnc1,1.5
C[C@@H]1CN([C@@H](C)CO)C(=O)Cc2cc(NS(=O)(=O)c3ccccc3)ccc2O[C@H]1CN(C)Cc1ccc2c(c1)OCO2,1.0
O=C(CN1CCOCC1)NCC[C@@H]1CC[C@@H](NC(=O)Nc2ccc(Cl)cc2)[C@@H](CO)O1,-3.1
C[C@@H]1CN([C@H](C)CO)C(=O)c2cc(NC(=O)Nc3ccccc3)ccc2O[C@@H]1CN(C)C(=O)Nc1cccc2ccccc12,-0.2
CN(C)C(=O)c1ccc(-c2ccc([C@@H]3[C@@H](CO)N4CCCCN(S(C)(=O)=O)C[C@H]34)cc2)cc1,-5.0
CN1C(=O)c2cc(NC(=O)C3CCCC3)ccc2OC[C@@H]2O[C@H](CC(=O)NCC3CC3)CC[C@H]21,2.4
CC(C)CC#Cc1ccc([C@@H]2[C@@H](CO)N3CCCCN(C(=O)NC4CCCC4)C[C@H]23)cc1,-0.6
C[C@@H]1CN([C@@H](C)CO)C(=O)c2cccc(NC(=O)NC3CCCCC3)c2O[C@@H]1CN(C)Cc1ccc(C(F)(F)F)cc1,-2.5
CCCN(C)C[C@H]1Oc2cc(-c3ccccc3OC)ccc2S(=O)(=O)N([C@@H](C)CO)C[C@H]1C,-1.3
CO[C@H]1CN(C)C(=O)c2ccc(NC(=O)c3ccc(F)cc3)cc2OC[C@H](C)N(C(=O)c2ccc(F)cc2)C[C@H]1C,-0.7
CO[C@H]1CN(C)C(=O)c2cc(NC(=O)C3CC3)ccc2OC[C@H](C)N(Cc2nccs2)C[C@H]1C,0.2
O=C(C[C@@H]1CC[C@@H]2[C@H](COC[C@H](O)CN2Cc2cccc(F)c2)O1)NCC1CCCCC1,-0.8
CCCC#Cc1ccc2c(c1)O[C@@H](CN(C)C(=O)Nc1ccccc1F)[C@H](C)CN([C@H](C)CO)S2(=O)=O,2.4
O=C(NC[C@@H]1N[C@@H](CO)[C@@H]1c1ccccc1)c1ccccc1F,-0.9
CN1C(=O)c2cc(NC(=O)C3CCCCC3)ccc2OC[C@H]2O[C@@H](CC(=O)NC3CCCC3)CC[C@@H]21,-2.7
CC=Cc1ccc2n(c1=O)C[C@H]1[C@H](CO)[C@@H](C(=O)NCC3CC3)[C@@H]2N1CCC(F)(F)F (mixture of isomers),-3.1
COc1ccc(NC(=O)Nc2ccc3c(c2)C(=O)N([C@@H](C)CO)C[C@H](C)[C@H](CN(C)C)O3)cc1,-0.4
CO[C@@H]1CN(C)C(=O)c2cc(NS(=O)(=O)c3cccc(C)c3)ccc2OC[C@H](C)NC[C@H]1C,0.0
CCN1[C@@H]2c3ccc(C4=CCCC4)c(=O)n3C[C@@H]2[C@@H](CO)[C@@H]1C(=O)NCc1ccccn1,-3.7
C[C@@H]1CN([C@@H](C)CO)C(=O)Cc2cc(NC(=O)Cn3cnnn3)ccc2O[C@H]1CN(C)S(=O)(=O)c1cccs1,11
# Next part
SMILES,BioA inh
CC=Cc1ccc2n(c1=O)C[C@@H]1[C@@H](CO)[C@H](C(=O)NCC3CCCCC3)N(C(C)=O)[C@H]21 (mixture of isomers),-0.8
C[C@H](CO)N1C[C@H](C)[C@H](CN(C)C(=O)C2CCC2)Oc2ncc(C#Cc3cccc(F)c3)cc2C1=O,-3.1
C[C@H](NC(=O)C[C@@H]1C=C[C@H](NC(=O)C2CCOCC2)[C@H](CO)O1)c1ccccc1,-4.5
CN1C(=O)c2cc(NC(=O)C3CCCCC3)ccc2OC[C@@H]2O[C@H](CC(=O)NC3CCCC3)CC[C@@H]21,-1.1
COc1cccc(-c2cn(CC[C@H]3CC[C@H](NC(C)=O)[C@H](CO)O3)nn2)c1,1.0
O=C(NC1Cc2ccccc2C1)[C@H]1[C@H](CO)[C@H]2Cn3c(ccc(C4=CCCC4)c3=O)[C@@H]1N2CC1CC1,1.6

# This is a subset; the hit share may differ from the screen's.
